Screening data deposited in PubChem by several laboratories.
Jurkat tox 60K: reduces viability or proliferation of Jurkat cells; Jurkat E6.1 viability, ATP luminescence, 48 h; inhibition, % at 4 µM; actives 1.2% (n = 56,000); AID 463;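 active means inhibition above the mean inhibition of all tested compounds plus 3 SD, cut at about 28% in these data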
S1P3 ag: S1P3 (human) receptor agonism; Q99500; S1P3 NFAT-BLA reporter cells, FRET ratio; relative to 1 µM S1P, basal subtracted; activation, % at 4.5 µM; actives 0.1% (n = 60,000); AID 373;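 active means activation above the screen-wide mean plus 3 SD, cut at about 4.5% in these data, passing the limit was not always enough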; further: some compounds called inactive have numbers as strong as hits
Target sequence (Q99500 whole entry, looked up): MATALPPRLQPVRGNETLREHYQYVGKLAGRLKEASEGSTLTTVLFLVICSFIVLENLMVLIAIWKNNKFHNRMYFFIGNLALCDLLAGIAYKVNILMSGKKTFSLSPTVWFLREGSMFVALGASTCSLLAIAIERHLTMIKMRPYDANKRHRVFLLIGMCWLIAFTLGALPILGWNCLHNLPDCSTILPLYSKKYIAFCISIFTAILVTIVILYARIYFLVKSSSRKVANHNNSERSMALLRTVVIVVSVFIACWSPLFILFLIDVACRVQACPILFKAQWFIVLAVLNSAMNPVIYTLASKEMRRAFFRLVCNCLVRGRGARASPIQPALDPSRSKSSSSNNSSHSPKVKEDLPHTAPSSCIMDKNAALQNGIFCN
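Measure – % activation relative to 1 µM S1P (100%), per plate · System – stable CHO line with human S1P3, Gα16, NFAT-BLA reporter · Timing – cells plated overnight, compound 4 h 37 °C, substrate 2 h RT · Technique – fluorescent BLA substrate, ex 405 nm, em 460/535 nm ratio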
5HT1E ag: 5-HT1E (human) receptor agonism; actives 0.69% (n = 65,000); P28566; CHO 5-HT1E Ga15 NFAT-bla reporter, FRET; 0% DMSO wells, 100% control agonist wells; activation, % at 6 µM;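 active means activation above a set limit, the screen-wide mean activation plus 3 SD, cut at about 8.5% in these data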;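 further: 100% = positive control agonist at 1 µM giving full maximal response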
Target sequence (P28566 whole entry, looked up): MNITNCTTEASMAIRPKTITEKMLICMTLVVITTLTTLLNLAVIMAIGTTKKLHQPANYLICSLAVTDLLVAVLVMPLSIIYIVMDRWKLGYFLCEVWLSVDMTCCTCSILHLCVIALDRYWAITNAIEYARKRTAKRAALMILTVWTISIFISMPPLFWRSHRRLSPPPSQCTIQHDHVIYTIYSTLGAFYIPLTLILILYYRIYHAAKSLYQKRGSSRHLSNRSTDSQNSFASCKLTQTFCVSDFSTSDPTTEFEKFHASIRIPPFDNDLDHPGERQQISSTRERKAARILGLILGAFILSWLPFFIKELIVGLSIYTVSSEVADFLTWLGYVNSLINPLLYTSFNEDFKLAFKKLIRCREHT
HER2 expr 66K: lowers expression of human Her2 kinase | SKBR-3 HER2 protein level, AlphaScreen, 18-24 h; stronger effect = lower value | HER2 level % of control, % at 10 µM | actives 0.69% (n = 65,000) | AID 645;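 active means HER2 level under 5% of the carrier-only control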;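 further: 100% = DMSO carrier and 0% = 500 nM PU-H71 HSP90 inhibitor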
HEK293 NFkB inh: lowers PMA/ionomycin-induced NF-kB signal in HEK293 cells. HEK-293 NF-kB luciferase reporter, luminescence. inhibition, % at 3 µM. actives 0.21% (n = 62,000). AID 465;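 active means inhibition above the mean of all tested compounds plus 3 SD, cut at about 40% in these data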;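 further: 0% = stimulated DMSO wells and 100% = 10 µM reference inhibitor 5653914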
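Material: HEK-293 cells with stable firefly luciferase reporter driven by four HIV NF-kB elements / Also added: PMA plus ionomycin mix as NF-kB-activating stimulus / Compound dosing: 3 µM once, 0.30% DMSO / Times: 1 h pretreatment, 16 h stimulation, 37 °C / Signal: luminescence / Evaluation: per-plate % inhibition versus controls / Benchmarks: DMSO and 10 µM reference inhibitor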
M1 antag: antagonists of rat M1 muscarinic receptor; P08482; B-score at 10 µM; CHO-M1 cells, Fluo-4 calcium, ACh EC80 antagonist mode; stronger effect = lower value; actives 3.4% (n = 64,000);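 active means calcium fluorescence response, raw or row-and-column corrected B-score, differing from the plate sample mean either way at a set confidence level, mostly lower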
M1 ag: agonists of M1 muscarinic receptor; CHO-M1 cells, Fluo-4 calcium fluorescence, agonist mode; stronger effect = higher value; B-score at 10 µM; actives 3% (n = 64,000); AID 626;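 active means fluorescence rise, raw or as B-score row- and column-corrected plate score, outside the 99.7% band of its plate's samples, either direction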
S1P1 ag-PAM: activates or potentiates agonism at human S1P1 receptor; activation, % at 9.5 µM; S1P1 CRE-bla cells, forskolin, beta-lactamase FRET, potentiator mode; S1P1 agonist co-added at EC20, 2 nM; 100% = saturating reference agonist, 0% = basal; actives 0.57% (n = 56,000); P21453;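 active means activation above a cutoff set at the mean activation of all tested compounds plus 3 SD, cut at about 54% in these data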;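 further: forskolin at 4 µM as EC80 and the EC20 agonist is SEW2871; 100% = SEW2871 at its EC100 plus forskolin at EC80; some compounds past the cut are filed as inactive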
5HT1E antag: 5-HT1E (human) receptor antagonism. CHO 5-HT1E Ga15 NFAT-bla reporter, FRET, antagonist. AID 571. inhibition, % at 6 µM. P28566. actives 0.99% (n = 65,000);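 active means inhibition above a set limit, the mean inhibition across every tested compound plus 3 SD, cut at about 29% in these data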;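 further: signal is the 460 over 535 nm emission ratio of beta-lactamase substrate; 0% = agonist plus DMSO wells and 100% = wells without agonist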
An asterisk follows results filed as active; . = no result given.

SMILES | Jurkat tox 60K | S1P3 ag | 5HT1E ag | HER2 expr 66K | HEK293 NFkB inh | M1 antag | M1 ag | S1P1 ag-PAM | 5HT1E antag
CC(O)CCC(=O)NCCNC(=O)CCC(C)O (centres undefined) | -2 | -0.4 | -0.3 | 92 | -3 | -1.6 | -1.4 | 6 | 3
CC(=O)c1cccc(NC(=O)Nc2cccnc2)c1 | 3 | -2.2 | -1.5 | 215 | 25 | -0.075 | -0.23 | 45 | 21
O=C(NCCN1CCCC1)c1cc(-c2ccncc2)nc2ccc(S(=O)(=O)N3CCOCC3)cc12 | -2 | -0.8 | -0.1 | 113 | 10 | 0.054 | -1.2 | -7 | -4
CC(=O)Nc1nnc(Cc2ccccc2)s1 | 0 | -0.6 | -1.3 | 117 | 0 | 0.13 | -0.34 | 6 | 13
O=c1[nH]c2ccc(Cl)cc2c(-c2ccccc2)c1N1CCOCC1 | -2 | -0.9 | 0.3 | 71 | 25 | 0.089 | 0.48 | -27 | 2
O=c1c(-c2nc3ccccc3o2)c2oc3ccccc3n2c2ccccc12 | 7 | 0.3 | -0.1 | 74 | 23 | -4.7* | 12* | -73 | -14
CC1CC(C)(C)NCCNC(C)CC(C)(C)NCCN1 (centres undefined) | -7 | 0.6 | 0.4 | 80 | 7 | 0.19 | -0.18 | -3 | -10
COc1ccc(CC(=O)Nc2ccc(-c3nnc(-c4ccc(C)cc4)o3)cc2)cc1 | 4 | -1.3 | -0.7 | 112 | 8 | -0.0016 | 0.034 | 13 | 8
CC(=O)c1cccc(NC(=O)c2ccc(NS(C)(=O)=O)cc2)c1 | -1 | -0.5 | 0.4 | 45 | 14 | 0.19 | 0.12 | -4 | 3
CCOC(=O)C1=C(N)Oc2c(oc(CO)cc2=O)C1c1c(F)cccc1Cl (centres undefined) | -2 | 2.7 | -0.6 | 96 | -5 | -0.1 | 0.26 | -11 | -8
CCOC(=O)c1[nH]c2ccc(OC)cc2c1NC(=O)C(C)N1CCC2(CC1)OCCO2 (centres undefined) | 0 | -0.2 | 0.7 | 103 | 7 | 0.14 | 0.17 | -17 | -3
CCn1cc(C(=O)OCC(=O)OC2CC(C)CCC2C(C)C)c(=O)c2ccc(C)nc21 (centres undefined) | 1 | 1.0 | 0.6 | 40 | 7 | -0.15 | -0.44 | -27 | 14
CCOC(=O)N1CCN(S(=O)(=O)c2ccc(OCC)c(C)c2)CC1 | -3 | -1.3 | -0.2 | 91 | 15 | 0.072 | -0.89 | 12 | 2
CCCCn1c(SCC(=O)N2CC(=O)Nc3ccccc32)nnc1-c1ccoc1C | 0 | -0.5 | 1.4 | 102 | 1 | 0.71 | 1 | -11 | -14
CCOC(=O)C(C(=O)OCC)N(C#N)c1nc(SC)nc(N(C)C)n1 | . | -2.4 | -2.1 | 57 | . | -1.1 | 0.054 | -10 | 12
Cc1nc2cc(Cl)ccc2n1CCO | -4 | 0.4 | -0.5 | 94 | 8 | 0.46 | 0.016 | -28 | -4
Cc1nc(C)c(C(=O)OCC(=O)N2CCN(c3ccccc3)CC2)s1 | 2 | -0.3 | -0.1 | 140 | 22 | 0.17 | -3.1 | 8 | -18
Cc1cc(NC(=O)c2noc3c2CCCC3)nn1Cc1ccc(Cl)cc1 | 1 | -0.8 | 0.7 | 83 | 21 | -0.32 | 0.061 | 31 | -17
CCCn1c(=N)c(C(=O)NCc2ccc3c(c2)OCO3)cc2c(=O)n3cccc(C)c3nc21 | 9 | -0.4 | 1.9 | 34 | 11 | -10* | 2.6 | -34 | -2
CCN(CC)S(=O)(=O)c1cccc(-c2nnc(C(=O)c3ccc(C(F)(F)F)cc3)o2)c1 | 8 | -1.1 | -1.1 | 173 | 18 | -0.56 | -0.034 | -26 | -8
CN(Cc1ccccc1)c1nc2c(c(=O)[nH]c(=O)n2C)n1Cc1ccccc1Cl | 4 | -0.6 | 1.4 | 61 | 11 | 0.69 | 0.042 | -34 | 20
Cc1cc2nc(NC3=NCN(Cc4cccnc4)CN3)nc(C)c2cc1C | 12 | -1.2 | -0.1 | 79 | 8 | -3.2* | 0.54 | -8 | 4
C/C(Cl)=C\Cn1c(Nc2ccccc2)nc2c1c(=O)n(C)c(=O)n2C | 7 | -0.3 | 0.0 | 76 | 7 | -0.47 | 0.31 | -14 | -4
Cc1sc(NC(=O)CSc2nnc3scc(-c4ccccc4)n23)c(C#N)c1C | 4 | -0.5 | 2.3 | 145 | 3 | -0.23 | 0.023 | -31 | 2
O=C1NCCCC1C(=O)Nc1ccccn1 (centres undefined) | 0 | -0.6 | 0.9 | 89 | 2 | -0.07 | 0.033 | -22 | -7
Other compounds:
SMILES | Jurkat tox 60K | S1P3 ag | 5HT1E ag | HER2 expr 66K | HEK293 NFkB inh | M1 antag | M1 ag | S1P1 ag-PAM | 5HT1E antag
O=C(CCSc1nc(-c2ccco2)cc(C(F)(F)F)n1)N1CCCc2ccccc21 | 7 | 0.0 | 1.0 | 79 | 23 | . | . | . | 7
COc1ccc(N2CCN(C(CNC(=O)c3cccc(Cl)c3)c3cccnc3)CC2)cc1 (centres undefined) | 7 | -0.5 | 0.5 | 81 | 11 | 0.0037 | 1.1 | -12 | 0
CCCCOc1ccc(C(=O)NCC(=O)NCC(=O)OCC)cc1 | . | -3.8 | -1.7 | 82 | . | 0.31 | 0.52 | 5 | -1
Cc1cccc(NC(=O)CSc2nnc(-c3ccccc3C)o2)c1 | 0 | -0.1 | -0.8 | 85 | 2 | 0.22 | -0.11 | 17 | -8
Cn1c(=O)c2c(nc(N3CCCCCC3)n2Cc2cccc3ccccc23)n(C)c1=O | . | . | 0.5 | 167 | -8 | -0.54 | -0.26 | . | 4
CCOC(=O)C1CCN(C(=O)COC(=O)c2ccc(Br)o2)CC1 | 3 | -0.7 | -0.7 | 84 | 0 | 0.041 | -0.084 | -3 | 13
O=C(CCCCCN1C(=O)CCC1=O)Nc1ccc2c(c1)OCCO2 | -2 | -0.2 | -0.1 | 66 | 6 | -0.57 | 0.71 | -10 | -4
CCOC(=O)N1CCC(NC(=O)CSc2cc(=O)n(C)c3ccccc23)CC1 | -4 | 0.1 | -0.8 | 85 | -3 | 1.2 | 0.23 | -3 | -2
Nc1nc2n(n1)C1(CCCCC1)C1=C(CCCC1)N2 | 0 | -0.8 | -0.7 | 127 | 12 | 0.0085 | 0.46 | -21 | -8
O=C(Cn1cc2c(n1)CCCCC2)NC1CCN(Cc2ccccc2)CC1 | 2 | 0.6 | 0.5 | 87 | 15 | -0.18 | -1.2 | -9 | -1
COc1ccc(CNc2n[nH]c(NCc3ccc(OC)c(OC)c3)n2)cc1OC | -6 | -1.0 | -0.1 | 78 | 6 | -0.19 | 0.042 | 5 | -6
CC1CCCCC1NS(=O)(=O)c1ccc(S(=O)(=O)NCc2ccncc2)cc1 (centres undefined) | 92* | -1.4 | 0.1 | 104 | 14 | -0.49 | 3.5* | 48 | 18
COc1ccc(C(=O)NC(=O)N2CCCCC2)cc1 | 2 | -0.7 | -0.7 | 104 | 18 | 0.55 | -0.85 | -18 | -7
CCOC(=O)c1sc(NC(=O)CSc2nc3c(cc2C#N)CCC3)c(C#N)c1C | -12 | -0.2 | -1.3 | 103 | 11 | 0.33 | -0.76 | . | -7
COc1cccc(C(=O)NC2CCSC2=O)c1 (centres undefined) | 1 | -0.9 | -0.6 | 89 | 9 | 0.58 | 0.35 | -8 | 5
CCOC(=O)C1CCCN(CCC(=O)Nc2cccc(F)c2)C1 (centres undefined) | 1 | -0.8 | -0.8 | 102 | 6 | -0.81 | 4.8 | 10 | -1
CCOC(=O)c1ccccc1NC(=O)c1ccccc1SC | -4 | -0.4 | -0.5 | 55 | 25 | 0.06 | 0.82 | -4 | 4
CC(=O)Nc1nc2ccccc2n1CCOc1ccccc1Cl | 5 | -1.0 | 1.6 | 114 | 25 | 0.78 | -1 | 1 | 1
CCCc1cc(C(=O)Nc2ccc(C(C)=O)cc2)no1 | -8 | -0.6 | 0.8 | 87 | 11 | 0.32 | 0.41 | 16 | 2
Cn1c(CN2CCOCC2)nnc1SCC(=O)Nc1ccc2c(c1)OCCO2 | 5 | -0.1 | -0.4 | 90 | 16 | 0.21 | -1 | . | -3
CC(C)(C)C(=O)Oc1cc(N)n(S(=O)(=O)c2ccccc2)n1 | 0 | -0.5 | -0.4 | 92 | 10 | -0.099 | -1.3 | -26 | -5
COc1ccc(-c2nnc3n2N=C(c2ccccc2)CS3)cc1OC | -4 | -0.6 | -0.2 | 16 | 6 | 0.58 | -0.48 | -19 | 12
CC(=O)Nc1ccccc1OCc1nnc(-c2cccs2)o1 | . | . | 0.1 | 85 | 6 | 0.25 | -0.34 | . | 18
COc1cccc(C2C3CN(C)CC=C3C(C#N)=C(N)C2(C#N)C#N)c1OC (centres undefined) | . | . | 0.6 | 94 | 15 | 0.42 | 87* | . | -1
COC(=O)c1ccc(CSc2ncn[nH]2)o1 | -7 | -0.6 | -0.2 | 78 | 14 | -0.41 | 0.16 | . | -3

Some of the entries so far, with two lines to a compound:
Sequence of screens – Jurkat tox 60K, S1P3 ag, 5HT1E ag, HER2 expr 66K, HEK293 NFkB inh, M1 antag, M1 ag, S1P1 ag-PAM, 5HT1E antag
- O=c1c(-c2nc3ccccc3o2)c2oc3ccccc3n2c2ccccc12
    7, 0.3, -0.1, 74, 23, -4.7*, 12*, -73, -14
- O=C(CCCCCN1C(=O)CCC1=O)Nc1ccc2c(c1)OCCO2
    -2, -0.2, -0.1, 66, 6, -0.57, 0.71, -10, -4
- CCCn1c(=N)c(C(=O)NCc2ccc3c(c2)OCO3)cc2c(=O)n3cccc(C)c3nc21
    9, -0.4, 1.9, 34, 11, -10*, 2.6, -34, -2

More results follow.
SMILES | Jurkat tox 60K | S1P3 ag | 5HT1E ag | HER2 expr 66K | HEK293 NFkB inh | M1 antag | M1 ag | S1P1 ag-PAM | 5HT1E antag
CCN(CC)C(=O)c1cncc(C(=O)N(CC)CC)c1-c1ccccc1 | 3 | -1.3 | -0.3 | 132 | 1 | . | . | 2 | -2
CCOC(=O)c1ccc(NC(=O)CC2C(=O)N(c3cccc(OC)c3)C(=O)N2CCOC)cc1 (centres undefined) | -5 | 0.8 | -0.9 | . | 6 | -0.95 | -0.037 | -29 | 0
CCOC(=O)c1c(-c2ccco2)csc1N | 9 | -1.4 | 0.4 | 94 | 7 | -0.7 | -0.27 | -10 | 2
O=C1CCCc2nc(N3CCc4ccccc43)ncc21 | -4 | -0.4 | 0.3 | 87 | -43 | 1.1 | -0.64 | -13 | -6
CCn1c(=O)c(C(=O)NCCN2CCCCC2)c(O)c2ccccc21 | 0 | -0.9 | -0.1 | 146 | 14 | 0.17 | 0.23 | 0 | -7
CCN1C(=O)C(O)(CC(=O)c2cc(C)ccc2C)c2ccccc21 (centres undefined) | -3 | -0.7 | -0.2 | 129 | 22 | -1.4 | -0.95 | -1 | 4
COC(=O)c1cc2c(=O)n3ccccc3nc2n(Cc2cccnc2)c1=N | 1 | -1.0 | -0.1 | 113 | 4 | -0.24 | -0.0017 | . | -5
CCOC(=O)Cc1nnc(NC(=O)c2ccco2)s1 | 4 | -1.0 | -0.2 | 102 | 19 | -0.73 | 0.46 | 0 | -7
CN1C(=O)c2ccc(NC(=O)C3CCCCC3)cc2C1=O | -4 | -0.6 | -0.9 | 160 | 8 | -0.03 | -1.3 | -18 | 1
